IDE cell inh = cellular human IDE inhibition | P14735 | HEK cells, FAbetaB cleavage, fluorescence polarization | inhibition, % at 5.59 µM | hit rate 0.41% among 320,000 | AID 434962;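 active means percent inhibition above the average of all tested compounds plus 3 SD, set per screening campaign, cut at about 16% in these data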;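 further: IDE supplied by intact live HEK cells; FP after avidin binding of uncleaved biotin substrate so inhibition keeps polarization high; 0% = DMSO wells and 100% = 60 µM reference IDE inhibitor Ii1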
CRFBP-R2 block = antagonists of CRF-binding protein/CRF-R2 receptor complex | hit rate 0.59% among 350,000 | inhibition, % at 11.8 µM | HEK293 CRF-R2/CRF-BP, CRF-induced calcium fluorescence | AID 588475;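 active means inhibition of the ligand-induced calcium signal above about 50% at the single tested concentration, limit read from the data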
IMP-1 inhibitor = blocks Pseudomonas aeruginosa IMP-1 metallo-beta-lactamase; purified IMP-1, nitrocefin hydrolysis, epi-absorbance fluorescence; inhibition, % at 5.6 µM; hit rate 0.45% among 290,000;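 active means inhibition above the mean plus 3 SD of all compounds in the same screening run, cut at about 4.5% in these data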;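 further: 0% = IMP-1 with DMSO and 100% = DMSO wells lacking enzyme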
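System: Purified IMP-1 | Read-out basis: Percent enzyme inhibition | Controls: IMP-1 with DMSO as 0%, enzyme-free DMSO as 100% | Replicates: One well per compound | Doses: 5.6 µM nominal single concentration | Detection: Epi-absorbance fluorescence, 480 nm excitation, 530 nm emission | Incubation: 25 °C, 15 min preincubation, 25 min reaction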
NS3 helicase inh = inhibitors of Hepatitis C virus NS3 helicase; NS3 helicase DNA unwinding, Cy5 molecular beacon fluorescence; inhibition, % at 10.9 µM; hit rate 0.56% among 290,000; AID 1800;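 active means inhibition above the mean of all tested compounds plus 3 SD, set per campaign, cut at about 35% in these data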;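 further: 0% = DMSO wells and 100% = thioflavine S control wells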
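System: Hepatitis C virus NS3 helicase domain fragment enzyme | Reagent: Annealed dual-labelled DNA beacon duplex, ATP-started | Compound dosing: 10.9 µM single point, 0.8% DMSO | Incubation: 1 h reaction at 25 °C, ATP-initiated | Technique: Cy5 fluorescence | Evaluation: Percent inhibition from t60/t0 fluorescence ratio | Benchmarks: Low DMSO, high thioflavine S at 110 µM | Replication: Singlicate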
UBC9 SUMO inh = blocks human SUMOylation mediated by UBC9 | P63279 | HTRF SUMOylation assay, SAE1/SAE2 + UBC9, in vitro | inhibition, % at 35 µM | hit rate 0.36% among 290,000 | AID 2006; in the data active means inhibition above about 50%, passing the limit was not always enough; further: strong numbers were not always called active
Target sequence (P63279 whole entry, looked up): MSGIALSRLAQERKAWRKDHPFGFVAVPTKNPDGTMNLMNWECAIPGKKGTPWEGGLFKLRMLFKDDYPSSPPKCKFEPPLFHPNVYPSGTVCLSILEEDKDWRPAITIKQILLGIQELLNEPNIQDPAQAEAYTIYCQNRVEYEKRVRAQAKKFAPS
IDE cell activ = IDE (human) activation, cell-based. P14735. HEK cells, FAbeta-B cleavage, fluorescence polarization; 0% vehicle, 100% cell-free pure enzyme wells. activation, % at 5.96 µM. hit rate 0.073% among 340,000;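 active means activation above the mean of all tested compounds plus 3 SD, set per screening campaign, cut at about 17% in these data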
VIM-2 inh = blocks Pseudomonas aeruginosa VIM-2 metallo-beta-lactamase | AID 1527 | purified VIM-2, nitrocefin hydrolysis, epi-absorbance fluorescence | hit rate 0.89% among 290,000 | inhibition, % at 5.6 µM;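 active means inhibition above the mean of all tested compounds plus 3 SD, cutoff set per screening run, cut at about 7.5% in these data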;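 further: red hydrolysis product quenches plate fluorescence so inhibitors raise well fluorescence; 0% = enzyme with DMSO and 100% = DMSO without enzyme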
pCIP destab = compounds decreasing mouse p/CIP protein stability. hit rate 0.01% among 290,000. AID 1984. F442A p/CIP-EGFP cells, EGFP fluorescence, 16 h. Q05BA5. decrease of EGFP signal, % at 10 µM;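 active means EGFP signal decrease of at least 30% at 10 µM or well 3 SD below plate mean, unless failing retest; inactive means the rest, including hits failing retest or dose response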; further: some compounds called inactive have numbers as strong as hits; many of its hits are not listed in these tables
GalR3 antagonist = antagonists of human GalR3; O60755; HEK293 GalR3-CNG cAMP membrane potential fluorescence; galR3 body fused to GalR1 C-terminus; inhibition, % at 3 µM; hit rate 0.44% among 360,000; AID 651719;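 active means inhibition above the screen-wide average plus 3 SD, cut at about 13% in these data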;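 further: forskolin and galanin both at EC90 stimulate the cells; cAMP rise reported by CNG channel membrane potential dye signal; 0% = forskolin plus galanin with DMSO and 100% = forskolin alone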
Target sequence (O60755 1-299 limits assumed): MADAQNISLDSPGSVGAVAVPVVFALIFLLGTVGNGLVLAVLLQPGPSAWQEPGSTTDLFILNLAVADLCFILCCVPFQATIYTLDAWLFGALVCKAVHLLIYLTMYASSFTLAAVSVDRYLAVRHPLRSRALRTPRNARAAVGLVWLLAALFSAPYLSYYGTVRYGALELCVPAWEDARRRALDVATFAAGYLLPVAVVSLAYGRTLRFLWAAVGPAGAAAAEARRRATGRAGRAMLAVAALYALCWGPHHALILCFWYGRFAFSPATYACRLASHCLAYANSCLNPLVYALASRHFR
An asterisk follows results filed as active; x = no result given. Not all compounds are listed; count on the stated rates, not on these rows.

Below each compound: IDE cell inh | CRFBP-R2 block | IMP-1 inhibitor | NS3 helicase inh | UBC9 SUMO inh | IDE cell activ | VIM-2 inh | pCIP destab | GalR3 antagonist
- O=C(/C=C/c1ccccc1)NCCc1cnc[nH]1
  9 | 4 | -2.0 | -3 | 10 | 4 | -2.2 | 2 | -2
- COc1ccccc1OCC(=O)N1CCN(Cc2ccc3c(c2)OCO3)CC1
  2 | 3 | 0.8 | -5 | 6 | 4 | -1.5 | 7 | -3
- COc1ccc(C2SCC(=O)Nc3c2c(C)nn3-c2ccccc2)cc1OC (configuration not stated)
  1 | -7 | -1.1 | -1 | 22 | -2 | -0.7 | 1 | -6
- CC(=O)C1C(=O)NC23CCCCC2C1c1ccccc1O3 (configuration not stated)
  1 | -6 | -6.1 | -2 | -1 | -2 | -3.8 | -1 | -5
- CCOC(=O)C(O)(c1ccc(NC(=O)NC)cc1)C(F)(F)F (configuration not stated)
  -4 | 3 | -3.9 | -20 | 19 | x | -2.2 | -1 | -3
- CCSc1nnc(C(N)Cc2ccccc2)o1 (configuration not stated)
  2 | 3 | -3.8 | 10 | -1 | -1 | -2.5 | 2 | 0
- CCOC(=O)C1(c2ccccc2)CCN(CCC(=O)Nc2ccc(F)cc2)CC1
  -5 | -3 | x | x | x | -4 | x | x | -6
- CCC(=O)OC1(c2ccccc2)C(C)CN(C)CC1C (configuration not stated)
  8 | -6 | -3.0 | 5 | 11 | 8 | 2.8 | 6 | -1
- O=C1CCCN1C(=O)c1cncc(Br)c1
  -1 | 15 | -4.4 | 0 | -17 | 4 | -2.5 | 2 | -6
- CN(C)C1(CNC(=O)c2ccc(NS(=O)(=O)c3ccc(Cl)c(Cl)c3)cc2)CCCCC1
  -1 | -22 | x | x | x | -2 | x | x | -2
- CN(C)C(Cc1ccccc1)C(=O)c1ccc(-c2ccccc2)cc1 (configuration not stated)
  3 | -6 | -6.5 | -6 | 16 | 7 | -4.6 | -9 | -9
- C=CCn1c(O)c(C(CC)=Nc2cccc(C(=O)O)c2)c(=O)[nH]c1=O
  3 | -1 | -3.0 | 4 | 18 | -1 | -2.2 | -1 | 15*
- COC(=O)C1=C(c2cccc(OC)c2OC)C[C@@H]2CC[C@H]1N2C(=O)NC(C)C
  5 | -1 | x | x | x | 1 | x | x | -7
- Cc1c(CC(=O)N2C[C@H]3C[C@@H](C2)c2cccc(=O)n2C3)c(=O)oc2c(C)c(O)ccc12
  3 | 15 | -2.1 | -13 | 54 | 1 | -0.5 | -1 | -8
- Cc1ccc(-n2c(O)c(C=Nc3ccc(S(N)(=O)=O)cc3)c(=O)[nH]c2=O)cc1
  -5 | 1 | -1.1 | -2 | 10 | -1 | -1.1 | -137 | 1

Remaining list, next part.
Below each compound: IDE cell inh | CRFBP-R2 block | IMP-1 inhibitor | NS3 helicase inh | UBC9 SUMO inh | IDE cell activ | VIM-2 inh | pCIP destab | GalR3 antagonist
- COC(=O)C1=C(c2ccc(F)cc2F)C[C@@H]2CC[C@H]1N2C(=O)NCc1ccco1
  1 | 5 | x | x | x | 2 | x | x | -5
- O=C(COc1ccccc1Cl)N1CCCC(N2CCN(c3ccc(F)cc3)CC2)C1 (configuration not stated)
  -1 | -14 | -1.5 | -3 | -9 | 3 | -2.8 | -2 | -8
- Cc1cccc(CCNCc2cc3ccc(C)cc3[nH]c2=O)c1
  0 | -12 | -1.9 | -9 | 24 | -6 | 1.0 | -4 | -14
- Nc1cc(Cl)c2nonc2c1[N+](=O)[O-]
  5 | 58* | -3.0 | 4 | 44 | 2 | -0.2 | -25 | 35*
- CC(C)Cn1cc(C(=O)N2CCC3(CC2)OCCO3)c2c3ccccc3n(C)c2c1=O
  4 | -12 | -4.3 | 7 | 27 | 1 | -3.0 | -6 | -7
- Cn1c(O)c(C(=N)COc2cccc(Cl)c2)c(=O)n(C)c1=O
  -3 | -35 | -2.1 | -4 | 16 | 6 | -0.2 | -5 | -1
- COC(=O)C1=C(c2cccc(OCc3ccccc3)c2)C[C@@H]2CC[C@H]1N2C(=O)NCCOc1ccccc1Cl
  1 | -2 | x | x | x | 4 | x | x | -5
- CCN(CC)C(=O)Oc1ccc(NC(=O)N2CCOCC2)cc1
  5 | 4 | -4.6 | 5 | 4 | 0 | -1.2 | -5 | -3
- CCCCCn1c(=O)c(C(=O)NC(C)c2ccccc2)c(O)c2ccccc21 (configuration not stated)
  0 | -16 | 0.8 | -5 | -16 | 3 | 0.1 | 11 | -9
- COC(=O)C1=C(c2ccc(F)cc2OCc2ccccc2)C[C@@H]2CC[C@H]1N2C(=O)NCCCOC(C)C
  -1 | 3 | x | x | x | 2 | x | x | -2
- Cc1cc(O)c2c(c1)OC(C)(C)C1=C2CC(C)CC1 (configuration not stated)
  1 | -16 | -4.6 | -10 | 1 | 4 | -2.3 | -1 | -6
- CCNC(=S)N1CCn2cccc2C1c1cccnc1 (configuration not stated)
  6 | 1 | -0.2 | -1 | 1 | 0 | 0.8 | -1 | 0
- CC(=NCC1CCCO1)c1c(O)n(-c2ccccc2C)c(=O)[nH]c1=O (configuration not stated)
  1 | 4 | -2.9 | -15 | 11 | 6 | -3.2 | -5 | -3
- CCCOC(=O)c1ccc(-[n+]2c(-c3ccccc3)cc(-c3ccccc3)cc2-c2ccccc2)cc1
  7 | -22 | x | x | x | 4 | x | x | -12
- Cc1cccc(-n2c(-c3ccc([N+](=O)[O-])cc3)nc3ccccc3c2=O)c1
  0 | -4 | -2.5 | -6 | -26 | 2 | -1.4 | 11 | -5

Other entries follow:
Below each compound: IDE cell inh | CRFBP-R2 block | IMP-1 inhibitor | NS3 helicase inh | UBC9 SUMO inh | IDE cell activ | VIM-2 inh | pCIP destab | GalR3 antagonist
- Cc1cc(C)c(S(=O)(=O)NCC2CCC(C(=O)N3CCC4(CC3)OCCO4)CC2)c(C)c1 (configuration not stated)
  2 | -4 | -4.3 | 11 | 8 | 6 | -4.4 | -2 | -10
- CNP1(NC)=Nc2nn(-c3ccccc3)c(N)c2C(c2ccccc2)=N1
  -1 | 17 | -1.2 | 5 | 12 | 6 | 0.8 | 7 | -13
- Cn1c(O)c(/C=N/N2CCCCC2)c(=O)[nH]c1=O
  -2 | -5 | -0.7 | 1 | 0 | 5 | 0.0 | 4 | -5
- CCOC(=O)c1c(/N=C/C2C(=O)NC(=O)NC2=O)sc2c1CCC2
  5 | 13 | 3.2 | -3 | 8 | 5 | 3.2 | 4 | 0
- O=C1NS(=O)c2cc([N+](=O)[O-])cc([N+](=O)[O-])c21 (configuration not stated)
  3 | 8 | -0.9 | 4 | 32 | 3 | 1.1 | -11 | -2
- Cc1ccccc1N1CCN(C2CCCN(C(=O)Cc3c(C)noc3C)C2)CC1 (configuration not stated)
  -3 | 7 | -3.5 | 1 | -6 | 5 | -1.4 | -5 | 2
- CCOC(=O)C1SC2(C(F)(F)C(F)F)CC1(O)c1c(c(OC)c3occc3c1OC)O2 (configuration not stated)
  -4 | 4 | -3.5 | -10 | -9 | 1 | -0.2 | -2 | 0
- O=c1[nH]c(=O)n(CCC2=CCCCC2)c(O)c1/C=N/Nc1cccc2ccccc12
  -6 | -21 | -1.1 | 18 | 45 | -4 | -1.3 | -31 | -5
- O=C(Cc1ccccc1)Oc1ccc(N2C(=O)C3CCCCC3C2=O)cc1 (configuration not stated)
  2 | -18 | -4.1 | 1 | 7 | 6 | -6.8 | 5 | -4
- O=C(N/N=C1/CN2CCC1CC2)c1cc2ccccc2cc1O
  -4 | 6 | -3.8 | 18 | 8 | -3 | -2.9 | -1 | -3
- C=C[C@@H]1C2=CCOC(=O)C2=CO[C@H]1O[C@@H]1O[C@H](CO)[C@@H](O)[C@H](O)[C@H]1O
  1 | 0 | x | x | x | 1 | x | x | -5
- Oc1ccccc1-[n+]1c(-c2ccccc2)cc(-c2ccccc2)c(O)c1-c1ccccc1
  6 | 1 | x | x | x | 1 | x | x | -1
- Cc1ccc(/C=C2/C(=O)NC(=O)N(CC3CCCO3)C2=O)s1 (configuration not stated)
  1 | -25 | -1.7 | 16 | 8 | -1 | -0.3 | -4 | -7
- CC(C(=O)Nc1ccc(Br)cc1C(=O)c1ccccc1)N1CCCCC1 (configuration not stated)
  4 | -11 | -1.1 | -5 | 0 | 1 | -2.0 | -4 | -3
- COC(=O)C1=C(c2ccc(F)cc2OCc2ccccc2)C[C@@H]2CC[C@H]1N2C(=O)N1CCC(O)(c2ccc(Cl)cc2)CC1
  -3 | -7 | x | x | x | 6 | x | x | -6

(listing goes on)
Below each compound: IDE cell inh | CRFBP-R2 block | IMP-1 inhibitor | NS3 helicase inh | UBC9 SUMO inh | IDE cell activ | VIM-2 inh | pCIP destab | GalR3 antagonist
- CC(Cc1ccccc1)NC(=O)c1ccc(N)cc1 (configuration not stated)
  -1 | 5 | -1.8 | 3 | 11 | -4 | -0.5 | -14 | -11
- COC(=O)C1=C(c2ccccc2)C[C@@H]2CC[C@H]1N2C(=O)NC1CC1
  -10 | 0 | x | x | x | -1 | x | x | -4
- CCCCC(=O)N/N=C/c1c(O)n(-c2cccc3ccccc23)c(=O)[nH]c1=O
  7 | 32 | -1.2 | 15 | -2 | 6 | -2.5 | -6 | -1
- CN1C(=O)C(=Cc2ccc(N3CCOCC3)o2)C(=O)N(C)C1=O
  11 | 1 | -7.7 | -3 | -13 | -21 | -2.8 | -30 | -4
- CC(=O)c1cn(CC(=O)NCCc2c[nH]c3ccccc23)c2ccccc12
  1 | -2 | 0.6 | 1 | 3 | 1 | 2.4 | -9 | 18*
- COc1cc2ccc(=O)oc2c2ccoc12
  1 | 11 | -3.1 | -2 | 8 | 4 | -1.0 | 9 | -1
- Cc1cc(C=C2C(=O)NC(=S)NC2=O)c(C)n1-c1ccc2c(c1)OCO2
  -3 | -20 | -4.1 | 16 | 79* | -6 | -1.2 | -9 | -8

Screening results: PubChem BioAssay, several laboratories
